Screens deposited in PubChem BioAssay by National Center for Advancing Translational Sciences (NCATS).
RGS4 inhibitor: blocks human RGS4-accelerated GTP hydrolysis. P49798. Transcreener GDP fluorescence polarization, RGS4-accelerated GTP hydrolysis. Potency, µM (highest dose often 114 µM), inactives show at the top dose activity change, negative = inhibition, hits mostly inhibitors. hit rate 0.039% among 390,000. AID 504845; further: potency means the concentration at half of the fitted maximal effect; on the % scale 0 is the no-effect control and ±100 the full control effect; nearly all actives have a fitted effect of over 75% in size; some results filed as inactive show a strong effect at the top dose
Target sequence (P49798 whole entry, looked up): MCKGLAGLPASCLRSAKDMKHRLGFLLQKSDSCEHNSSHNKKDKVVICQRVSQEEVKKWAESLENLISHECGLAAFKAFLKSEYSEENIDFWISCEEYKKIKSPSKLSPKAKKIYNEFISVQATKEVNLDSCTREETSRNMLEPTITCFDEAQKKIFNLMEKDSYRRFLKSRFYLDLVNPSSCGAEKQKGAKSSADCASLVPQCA
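MLSMR compounds (23 nl, pin-transferred) preincubated 10 min at room temperature with a 500nM (2x) first reagent, then RGS4 at 900nM (2x) plus Transcreener GDP mix added; fluorescence polarization (620/688 nm) read before and after 90 min at 30 °C.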
USP1-UAF1 inh: blocks the human USP1/UAF1 deubiquitinase complex | O94782 | recombinant USP1/UAF1, Ub-Rhodamine cleavage fluorescence | hit rate 0.23% among 390,000 | AID 743255 | Potency, µM (top dose mostly 57.1 µM), without a hit: top-dose activity change, negative = inhibition, usual class: inhibitors; further: potency means the concentration at half of the fitted maximal effect; on the % scale 0 is the no-effect control and ±100 the full control effect; nearly all actives have a fitted effect of over 60% in size; inactives centre near -12
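High-throughput fluorogenic screen: 1nM USP1/UAF1 complex, Ub-Rho substrate 150nM final, 50mM HEPES pH 7.8 with 0.5mM EDTA, 0.1 mg/ml BSA, 1mM TCEP and 0.01% Tween-20.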
IDH1 R132H inh: human IDH1 R132H inhibition. O75874. IDH1-R132H enzyme, NADPH consumption, diaphorase/resazurin fluorescence. Potency, µM (titrated, usually from 76.6 µM), for inactives: top-dose activity change, negative = inhibition, most hits filed as inhibitors. hit rate 0.093% among 390,000. AID 602179; further: potency means the concentration at half of the fitted maximal effect; on the % scale 0 is the no-effect control and ±100 the full control effect; nearly all actives have a fitted effect of over 65% in size
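IDH1-R132H (0.5 ug/mL dispensed) in pH 7.5 Tris buffer was preincubated 30 min with compound, then given a substrate mix of 0.016 mM NADPH and 2 mM alpha-KG for 80 min at room temperature; remaining NADPH was read by diaphorase/resazurin fluorescence.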
rTrxR1 inhibitor: rat TrxR1 inhibition; O89049; recombinant rTrxR1, NADPH fluorescence consumption, selenite substrate; Potency, µM (highest dose often 114 µM), without a hit: at the top dose activity change, negative = inhibition, actives largely listed as inhibitors; hit rate 1% among 390,000; further: potency means the concentration at half of the fitted maximal effect; on the % scale 0 is the no-effect control and ±100 the full control effect; nearly all actives have a fitted effect of over 65% in size
Target sequence (O89049 whole entry, looked up): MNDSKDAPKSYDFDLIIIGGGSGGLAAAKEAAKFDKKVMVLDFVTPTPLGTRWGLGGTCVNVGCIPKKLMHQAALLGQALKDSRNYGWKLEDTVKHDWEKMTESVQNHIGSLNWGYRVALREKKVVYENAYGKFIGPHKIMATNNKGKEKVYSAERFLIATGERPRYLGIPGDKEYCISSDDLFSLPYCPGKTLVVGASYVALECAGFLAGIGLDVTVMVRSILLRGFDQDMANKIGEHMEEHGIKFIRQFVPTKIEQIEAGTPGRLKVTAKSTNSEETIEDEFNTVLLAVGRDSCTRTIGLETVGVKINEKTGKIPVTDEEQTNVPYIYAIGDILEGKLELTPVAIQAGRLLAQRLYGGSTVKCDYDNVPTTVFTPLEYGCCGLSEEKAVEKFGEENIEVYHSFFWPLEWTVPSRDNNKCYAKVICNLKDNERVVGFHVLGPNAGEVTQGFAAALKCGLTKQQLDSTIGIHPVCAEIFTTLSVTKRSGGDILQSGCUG
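Rat TrxR1 (90 nM in the dispensed reagent) was pre-reduced with 400 uM NADPH for 5 min at room temperature, then incubated with compound for 15 min. After 400 uM selenite was added, NADPH fluorescence (Ex 340/Em 450 nm) was followed for 8 min.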
LDHA inh: LDHA (human) enzyme inhibition; P00338; purified LDHA, NADH/diaphorase-resazurin fluorescence; hits give low values; activity change, % (values are at about 110 or 230 µM); hit rate 0.15% among 480,000; AID 1347041; in the data active means activity change below about -30%; inconclusive means mostly about -25% to -30%;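 further: plate controls were DMSO wells for no effect and wells without enzyme for full effect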
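Enzyme activity of human lactate dehydrogenase 5 (2 nM; 0.06 mM NADH, 0.2 mM pyruvate, 5 min, RT) is measured via a resazurin/diaphorase fluorescence readout of residual NADH.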
GRP78 ERSR act: induces the endoplasmic reticulum stress response in human glioma cells. AID 602332. U87-MG GRP78 promoter luciferase reporter, 16 h. Potency, µM, inactives show at the highest dose activation, hits mostly activators. hit rate 0.02% among 420,000; further: potency means the concentration at half of the fitted maximal effect; series mostly up to about 76 µM; % of control where 0% means no effect; nearly all actives have a fitted effect of over 35% in size
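Stably transfected U87-MG human glioma cells carrying a GRP78-based luminescent sensor were seeded at 1000 cells/well, pin-dosed with compounds and incubated 16 h. Luciferase reagent was then added, and end-point luminescence was read after 10 min at room temperature.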
Vif-APOBEC3F blk: blocks the Vif interaction with APOBEC3F; HeLa A3F-eYFP + Vif (tagged APOBEC3F with the HIV-1 protein that degrades it), YFP fluorescence increase; Potency, µM (top dose mostly 46.1 µM), inactives show at the top dose activity, negative = active; hit rate 0.2% among 390,000; AID 602313; further: potency means the concentration at half of the fitted maximal effect; % of control where 0% means no effect; nearly all actives have a fitted effect of over 65% in size
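HeLa cells stably expressing Vif plus C-terminally eYFP-tagged A3F were seeded, incubated overnight at 37 deg C, dosed with compound, incubated overnight again at 37 deg C. Yellow fluorescence (Ex 488/Em 500-530) reported blocked Vif-mediated A3F-eYFP degradation.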
Vif-A3G inh: Vif-A3G binding inhibition. Q9HC16. HeLa A3G-eYFP + Vif (tagged APOBEC3G with the HIV-1 protein that degrades it), YFP fluorescence, overnight. Potency, µM (top dose mostly 46.1 µM), for inactives: at the highest dose activity, negative = active, most hits filed as inhibitors. hit rate 0.076% among 410,000;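 further: potency means the concentration at half of the fitted maximal effect; on the % scale 0 is the no-effect control and ±100 the full control effect; nearly all actives have a fitted effect of over 60% in size; hits raise eYFP signal because A3G escapes Vif-driven loss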
Target sequence (Q9HC16 whole entry, looked up): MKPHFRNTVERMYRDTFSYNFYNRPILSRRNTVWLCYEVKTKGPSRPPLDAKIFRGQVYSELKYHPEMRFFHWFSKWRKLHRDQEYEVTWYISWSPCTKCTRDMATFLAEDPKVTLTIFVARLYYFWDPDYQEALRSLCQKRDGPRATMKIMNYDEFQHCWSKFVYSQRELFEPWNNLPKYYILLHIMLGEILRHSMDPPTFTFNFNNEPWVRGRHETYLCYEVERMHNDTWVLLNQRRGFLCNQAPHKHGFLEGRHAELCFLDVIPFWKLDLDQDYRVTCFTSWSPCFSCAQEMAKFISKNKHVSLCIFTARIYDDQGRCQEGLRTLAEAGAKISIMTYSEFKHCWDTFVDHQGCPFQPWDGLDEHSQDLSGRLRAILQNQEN
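Read-out is eYFP fluorescence (Ex 488/Em 500-530) from Vif-expressing HeLa A3G-eYFP cells; more signal means A3G escaped Vif-mediated degradation. Cells plated overnight, compound pinned in, incubated overnight at 37 deg C.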
TrxR1 substrate: is turned over as a substrate by rat TrxR1; Potency, µM (highest dose often 114 µM), inactives show at the highest dose activity change, negative = substrate turnover; purified TrxR1 substrate turnover, NADPH consumption readout; O89049; AID 588456; hit rate 0.01% among 390,000; further: potency means the concentration at half of the fitted maximal effect; on the % scale 0 is the no-effect control and ±100 the full control effect; nearly all actives have a fitted effect of over 50% in size
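Rat TrxR1, dispensed at 90 nM, was prereduced with 400 uM NADPH (final) for 5 min at ~22 deg C, then incubated with compound 15 min before 400 uM selenite. A first-read NADPH fluorescence drop versus no-compound background flagged substrates.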
Numbers without * were called inactive; ? = inconclusive; . = no result given; & = joins results of further samples; [ ] = dose if it differs, or a comment. Unless noted, the call rests on the fitted dose curve; in most records, active means well fitted curve in the direction sought with a large enough effect; inconclusive means small, poorly fitted or top-dose-only effect, or another doubt; inactive means no such curve, though single readings can be large; an effect the other way counts as inactive or inconclusive. An excerpt. The share of hits here may be higher or lower than overall.

1) CCCCCCN1CC(=O)N2[C@@H](Cc3c([nH]c4ccccc34)C2(C)C)C1=O
2) O=C(Nc1ccccc1-c1nnc(SCc2ccccc2)o1)c1ccccc1
3) COC(=O)c1ccc(OC)c(OC2CCCC2)c1
4) CC(Oc1ccc(F)cc1)C(=O)Nc1cc(S(=O)(=O)N2CCOCC2)ccc1N1CCN(C)CC1 (stereo not drawn)
5) CCCCn1c(N)c(N(CC)C(=O)c2c(C)noc2C)c(=O)[nH]c1=O
6) Cc1ccccc1-c1cccc([C@@H]2C[C@H]3C(CN2)CON3C)c1 (stereo partly drawn)
7) O=C(c1ccc2c(c1)N(Cc1cccc(Cl)c1)C(=O)c1ccccc1S2(=O)=O)N1CCN(c2cccc(C(F)(F)F)c2)CC1
8) COc1ccccc1NC(=O)/C(C#N)=C/c1ccc(OCCN2CCOCC2)c(OC)c1
9) O=C(N/N=C/C(Br)=C\c1ccccc1)c1cccs1
10) Cc1cc(SCC(=O)c2ccc(O)c(O)c2)n2nc(C)c(-c3ccccc3)c2n1
Assay by compound,1,2,3,4,5,6,7,8,9,10
RGS4 inhibitor,15%,27%,29%,25%,-15%,3%,-2%,-13%,-19%,-2%[11.4 µM]
USP1-UAF1 inh,-8%,-20%,-9%,-12%,-17%,-18%,-17%,-23%,-3%,?
IDH1 R132H inh,0%,0%,-5%,8%,-8%,-2%[38.3 µM],-11%,3%,11%,-4%
rTrxR1 inhibitor,-5%,40%[activator][57.1 µM],13%,-4%,-11%[2.29 µM],-31%,22%[57.1 µM],-4%,-11%[57.1 µM],9%
LDHA inh,-5,-6,-13,-11,-1,-9,1,-12,1,-1
GRP78 ERSR act,-2%,1%,-2%,-2%,-3%,-3%,-2%,-2%,4%,-6%
Vif-APOBEC3F blk,1%,-9%,4%,5%,1%,8%,1%,4%,-1%,-17%
Vif-A3G inh,0%,-1%,2%,-1%,1%,4%,-4%,0%,-21%,?
TrxR1 substrate,-6%,26%[57.1 µM],-1%,-5%,-6%[2.29 µM],-1%,-3%[57.1 µM],-5%,-8%[57.1 µM],0%

11) Cc1ccc(C(c2c(C)[nH][nH]c2=O)c2c(C)[nH][nH]c2=O)cc1
12) Cc1c(C(c2ccccc2Br)c2c(C)n(C)n(-c3ccccc3)c2=O)c(=O)n(-c2ccccc2)n1C
13) COc1ccc(OC)c(/C=C2\Cc3ccccc3C2=O)c1
14) N#CCCn1ncc2ccccc21
15) CC(=O)Nc1ccc(S(=O)(=O)NNC(=O)COc2cccc3ccccc23)cc1
16) NC(=O)c1sc2cc(C(F)(F)F)cnc2c1-c1cccs1
17) Cc1cc2c(cc3c(SCc4cccc(Cl)c4)nnc(C)n32)o1
18) COc1cccc(-c2noc(CCC(=O)NC3CCCC3)n2)c1
19) O=C(Cc1cc(=O)[nH][nH]1)N/N=C/C(Cl)=C/c1ccccc1
20) COc1ccc(NS(=O)(=O)c2cccc(C(=O)NNC(=O)CN3C(=O)NC(C)(C)C3=O)c2)cc1
Assay by compound,11,12,13,14,15,16,17,18,19,20
RGS4 inhibitor,?,-2%,.,-19%,-7%,7%,4%,-13%,-41%&-36%,-13%
USP1-UAF1 inh,-10%,-14%,.,-8%,-5%,-5%,-21%,-14%,-13%&-16%,-9%
IDH1 R132H inh,1%,-13%,.,1%,-1%,0%,-10%,7%,0%&9%,4%
rTrxR1 inhibitor,-22%[57.1 µM],20%,22%,16%[57.1 µM],-15%,27%[57.1 µM],28%,12%,?,-3%
LDHA inh,11,-10,-1,-4,-9,1,-2,-1,1&-9,0
GRP78 ERSR act,-1%,-3%,-3%,-3%,-10%,-6%,-2%,3%,0%&-5%,-3%
Vif-APOBEC3F blk,-7%,1%,.,-7%,-12%,-6%,-2%,3%,-7%&-2%,10%
Vif-A3G inh,1%,0%,-3%,2%,0%,1%,3%,1%,0%&0%,0%
TrxR1 substrate,6%[57.1 µM],6%,-6%,-1%[57.1 µM],-13%,13%[57.1 µM],0%,-5%,0%&-1%,2%

Arranged by value in TrxR1 substrate (lowest first): 3 of the compounds above
cpd	Compound	RGS4 inhibitor	USP1-UAF1 inh	IDH1 R132H inh	rTrxR1 inhibitor	LDHA inh	Vif-A3G inh	TrxR1 substrate
15	CC(=O)Nc1ccc(S(=O)(=O)NNC(=O)COc2cccc3ccccc23)cc1	-7%	-5%	-1%	-15%	-9	0%	-13%
18	COc1cccc(-c2noc(CCC(=O)NC3CCCC3)n2)c1	-13%	-14%	7%	12%	-1	1%	-5%
17	Cc1cc2c(cc3c(SCc4cccc(Cl)c4)nnc(C)n32)o1	4%	-21%	-10%	28%	-2	3%	0%

Reprinted at random: two compounds from above, in no set order.
15) CC(=O)Nc1ccc(S(=O)(=O)NNC(=O)COc2cccc3ccccc23)cc1
16) NC(=O)c1sc2cc(C(F)(F)F)cnc2c1-c1cccs1
Assay by compound,15,16
RGS4 inhibitor,-7%,7%
USP1-UAF1 inh,-5%,-5%
IDH1 R132H inh,-1%,0%
rTrxR1 inhibitor,-15%,27%[57.1 µM]
LDHA inh,-9,1
GRP78 ERSR act,-10%,-6%
Vif-APOBEC3F blk,-12%,-6%
Vif-A3G inh,0%,1%
TrxR1 substrate,-13%,13%[57.1 µM]

(continued)
21) COCc1ccc([C@@H]2C[C@H]3CN(Cc4cccnc4)C(=O)[C@]34CCCN24)o1
22) COc1ccc(-c2cc(C(=O)Nc3cccnc3)c3ccccc3n2)cc1OC
23) Cc1ccc(OCc2cc(C(=O)N(C)Cc3cnn(-c4ccccc4C)c3)no2)cn1
24) CCN(c1ccccc1)S(=O)(=O)c1nnc(NC(=O)C(C)Oc2ccccc2)s1 (stereo not drawn)
25) COc1cccc(C(=O)OCC(=O)NC23CC4CC(CC(C4)C2)C3)c1
26) O=C(O)c1ccccc1-c1cc2ccccc2[nH]1
27) COc1ccc(CCN2CC(C(=O)OCC(=O)c3c(N)n(CC(C)C)c(=O)n(C)c3=O)CC2=O)cc1OC (stereo not drawn)
28) C[C@H](CO)N1C[C@H](C)[C@H](CN(C)Cc2ccncc2)Oc2ncc(Br)cc2C1=O
29) CCC(NC(=S)NCc1ccc(F)cc1)c1ccc(C(C)C)cc1 (stereo not drawn)
30) O=C(CSc1nnc(NC(=O)c2ccccc2)s1)NCC1CCCO1 (stereo not drawn)
Assay by compound,21,22,23,24,25,26,27,28,29,30
RGS4 inhibitor,2%,-34%,10%,10%,2%,-3%,.,.,-7%,-14%
USP1-UAF1 inh,-19%,-20%,3%,-10%,-21%,-18%,-4%,-23%,-21%,-9%
IDH1 R132H inh,-1%,6%,0%,-9%,1%,2%,2%,-7%,11%,9%
rTrxR1 inhibitor,1%,2%,-8%,16%,0%,5%[57.1 µM],.,.,9%,-21%
LDHA inh,3,3,-5,3,-4,3,-5,1,-1,-4
GRP78 ERSR act,-6%,-4%,1%,0%,-4%,-3%,1%,-4%,-1%,-4%
Vif-APOBEC3F blk,-3%,-22%,-10%,0%,-22%,-1%,0%,3%,-25%,-7%
Vif-A3G inh,2%,-29%,3%,3%,2%,0%,-1%,2%,3%,0%
TrxR1 substrate,5%,1%,-6%,0%,-3%,-1%[57.1 µM],.,.,-7%,-15%

31) CCc1nn(CC(=O)NCCCN2CCc3ccccc3C2)c(=O)c2cc3sccc3n12
32) Cc1ccc(CNC(=O)C2CCN(S(=O)(=O)N3CCCC3)CC2)cc1
33) Clc1ccccc1Nc1nnc(-c2ccncc2)s1
34) CCOC(=O)C(C)Sc1nnc2ccc3ccccc3n12 (stereo not drawn)
35) Cc1cccc(NC(=O)N2CCCCCC2)c1C
36) [O-]/C(=C(\C(=S)NCCN1CCOCC1)[n+]1ccccc1)c1ccc(Cl)s1
37) O=C(COc1ccccc1)Nc1sc2c(c1C(=O)NCc1cccnc1)CCCC2
38) CCN(CC)C(=O)CSC1c2ccccc2C(=O)N1c1ccccc1 (stereo not drawn)
39) COc1ccc(-c2ccc3ccccc3n2)cc1OC
40) C=CCn1cc(C(=O)OC)c(=O)c2cc(S(=O)(=O)N3CCCCCC3)ccc21
Assay by compound,31,32,33,34,35,36,37,38,39,40
RGS4 inhibitor,-28%,12%,-5%,-21%,-3%,-50%,?,6%,2%,-2%
USP1-UAF1 inh,-17%,-27%,-8%,-20%,-22%,-17%,-17%,-4%,-23%,-19%
IDH1 R132H inh,12%,-6%,4%,9%,-12%,-18%,-2%,3%,10%,3%
rTrxR1 inhibitor,?,-14%,-16%,27%,4%,-26%,20%,22%,29%[57.1 µM],16%[57.1 µM]
LDHA inh,1,0,-5,-4,-8,-8,0,-2,-3,0
GRP78 ERSR act,-6%,7%,-12%,-1%,-1%,-4%,2%,-5%,4%,-4%
Vif-APOBEC3F blk,-6%,4%,-8%,2%,-7%,0%,-19%,-2%,-8%,6%
Vif-A3G inh,1%,-1%,0%,-5%,2%,-6%,?,1%,-4%,0%
TrxR1 substrate,7%,1%,-11%,5%,-3%,-8%,5%,4%[57.1 µM],21%[57.1 µM],2%
